Screens deposited in PubChem BioAssay by PCMD.
CatL block – blocks human cathepsin L protease activity. P07711. purified cathepsin L, fluorogenic substrate, fluorescence. inhibition, %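 (tested at 10 µM)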. hit rate 0.17% among 58,000. AID 460; in the data active means inhibition above about 45%;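 further: 0% = enzyme with no compound and 100% = no enzyme blank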
FXIa mix inh – factor XIa (human) inhibition, mixture screen; P03951; purified FXIa, fluorogenic substrate, pooled mixtures; inhibition, % at 5 µM; hit rate 0.19% among 62,000; in the data active means inhibition above about 20%, passing the limit was not always enough;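 further: each value is inhibition by a whole ten-compound pool holding the compound; 0% = enzyme with no mixture and 100% = wells lacking enzyme; strong numbers were not always called active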
CatS block – blocks human cathepsin S protease activity | P25774 | recombinant cathepsin S, AMC dipeptide fluorescence, pooled mixtures | inhibition, %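 (tested at 5 µM per compound within 10-compound mixtures)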 | hit rate 0.06% among 62,000; in the data active means inhibition above about 32%, passing the limit was not always enough;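 further: 0% = enzyme without compound and 100% = blank without enzyme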
CatB mix inh – inhibitors of human cathepsin B in compound mixtures. P07858. Purified cathepsin B, AMC dipeptide fluorescence. inhibition, %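 (ten-compound pools at 5 µM per compound and 50 µM total)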. hit rate 0.06% among 62,000; in the data active means inhibition above about 22%, passing the limit was not always enough;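 further: 0% = enzyme without compound and 100% = no enzyme blank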
CatB inh – human cathepsin B inhibition; P07858; purified cathepsin B, fluorogenic substrate, fluorescence; inhibition, %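 (tested at 10 µM)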; hit rate 0.1% among 63,000; AID 453; in the data active means inhibition above about 21%;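 further: 0% = enzyme with no compound and 100% = no enzyme blank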
AP ELISA ortho – orthogonal test for alternative complement pathway inhibitors; Human serum alternative complement pathway, LPS-coated ELISA, C3 deposition; tested in compound mixtures; hit rate 0.08% among 62,000; AID 1235; inhibition, % at 5 µM;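 active means inhibition above 30% in each of the two pooled mixtures holding the compound, so the lower value exceeds 30%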;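 further: 0% = serum in Mg-EGTA without compound and 100% = EDTA serum blank; some compounds past the cut are filed as inactive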
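Test system: human serum alternative complement pathway, C3 deposition on LPS-coated wells; also added: Plate-bound LPS; doses: 5 µM per compound in ten-compound mixtures; schedule: 1 h at 37 °C; detection: Anti-C3 ELISA, OD 450 nm; evaluation: percent inhibition of C3 deposition onto LPS; repeats: two pool placements per compound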
E coli RNAP – inhibitors of Escherichia coli RNA polymerase. inhibition, %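 (tested at 10 µM)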. AID 559. P0A8V2. hit rate 0.2% among 62,000. E. coli RNA polymerase, fluorescence transcription assay; in the data active means inhibition above about 20%;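 further: 0% = enzyme without compound and 100% = no enzyme blank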
Target sequence (P0A8V2 whole entry, looked up): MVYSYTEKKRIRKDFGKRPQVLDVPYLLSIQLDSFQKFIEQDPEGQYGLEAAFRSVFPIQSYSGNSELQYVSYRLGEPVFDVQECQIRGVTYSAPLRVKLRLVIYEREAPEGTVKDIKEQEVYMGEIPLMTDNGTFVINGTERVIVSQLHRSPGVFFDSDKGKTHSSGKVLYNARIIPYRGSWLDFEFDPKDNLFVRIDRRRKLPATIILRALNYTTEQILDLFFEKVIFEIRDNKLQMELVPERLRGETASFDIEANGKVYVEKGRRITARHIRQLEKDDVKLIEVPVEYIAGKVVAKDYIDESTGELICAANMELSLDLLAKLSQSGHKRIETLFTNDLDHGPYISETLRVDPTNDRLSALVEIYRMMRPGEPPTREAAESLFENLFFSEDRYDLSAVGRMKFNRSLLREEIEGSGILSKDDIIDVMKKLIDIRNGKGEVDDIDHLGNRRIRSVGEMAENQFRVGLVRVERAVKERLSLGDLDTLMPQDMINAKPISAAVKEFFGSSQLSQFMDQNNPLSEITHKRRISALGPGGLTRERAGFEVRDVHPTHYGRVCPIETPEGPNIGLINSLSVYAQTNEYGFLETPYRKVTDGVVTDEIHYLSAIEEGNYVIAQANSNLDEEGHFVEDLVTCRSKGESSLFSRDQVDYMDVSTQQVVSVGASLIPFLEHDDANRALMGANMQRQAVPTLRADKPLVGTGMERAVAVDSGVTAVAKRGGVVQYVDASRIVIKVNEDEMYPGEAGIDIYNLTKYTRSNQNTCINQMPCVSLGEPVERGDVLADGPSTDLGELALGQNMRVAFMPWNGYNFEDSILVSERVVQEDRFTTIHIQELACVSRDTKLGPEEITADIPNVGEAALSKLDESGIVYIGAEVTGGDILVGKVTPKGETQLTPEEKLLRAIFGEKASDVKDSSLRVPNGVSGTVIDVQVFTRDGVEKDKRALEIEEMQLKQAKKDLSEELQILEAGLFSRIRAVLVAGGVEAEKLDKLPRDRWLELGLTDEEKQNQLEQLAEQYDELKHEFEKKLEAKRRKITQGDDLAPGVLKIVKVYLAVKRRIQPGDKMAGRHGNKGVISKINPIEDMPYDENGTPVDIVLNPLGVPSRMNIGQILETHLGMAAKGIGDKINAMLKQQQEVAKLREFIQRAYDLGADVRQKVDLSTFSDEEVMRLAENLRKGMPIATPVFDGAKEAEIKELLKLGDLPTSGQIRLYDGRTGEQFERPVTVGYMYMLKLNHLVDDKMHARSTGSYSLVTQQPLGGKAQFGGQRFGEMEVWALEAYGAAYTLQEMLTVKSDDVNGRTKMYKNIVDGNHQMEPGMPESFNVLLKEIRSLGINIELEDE
Cathepsin G inh – blocks human cathepsin G enzyme activity. P08311. purified enzyme, AMC-tetrapeptide fluorescence, pooled mixtures. inhibition, % at 5 µM (by protocol). hit rate 0.2% among 62,000;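 active means inhibition above 20% in each of the two mixture wells holding the compound; inactive means inhibition of 20% or less in either well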;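 further: 0% = enzyme control without mixture and 100% = blank lacking enzyme; strong numbers were not always called active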
C1s inh – blocks human complement C1s protease activity; P09871; purified C1s, fluorogenic AMC substrate, pooled mixtures; mean inhibition % of two 10-compound mixtures (active compounds read high), % at 5 µM (by protocol); hit rate 0.16% among 62,000; AID 538;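 active means inhibition above 20% in each of the two 10-compound mixture wells holding the compound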;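 further: 0% = enzyme wells lacking compound mixture and 100% = no-enzyme blank wells; some compounds called inactive have numbers as strong as hits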
An asterisk follows results filed as active; x = no result given.

SMILES | CatL block | FXIa mix inh | CatS block | CatB mix inh | CatB inh | AP ELISA ortho | E coli RNAP | Cathepsin G inh | C1s inh
N=c1sccn1CC(=O)Nc1ccccc1Cc1ccccc1 | -6 | 5 | -4 | 15 | -1 | 20 | -3 | 11 | 12
Cc1ccc(-n2nc3c(c2NC(=O)c2ccc4c(c2)OCO4)CSC3)cc1 | 4 | 1 | -5 | -5 | 2 | 5 | -7 | -11 | -16
CCOc1ccccc1NC(=O)CN(c1nccs1)S(=O)(=O)c1ccc(N)cc1 | -3 | 8 | 12 | 6 | -1 | -2 | 9 | 1 | -2
Cc1ccccc1C(=O)Nc1ccc(S(=O)(=O)N2CCN(C)CC2)cc1 | 8 | 3 | -4 | 1 | 7 | 11 | 10 | 6 | 0
Cc1cc2ccc(C)c(C)c2nc1SCC#N | 20 | 8 | 11 | 5 | 3 | 7 | 5 | 9 | -6
Cc1ccc(S(=O)(=O)c2c(N)n(/N=C/c3ccco3)c3nc4ccccc4nc23)cc1 | -8 | 7 | -4 | 3 | 3 | -4 | 6 | 6 | -10
Cc1onc(-c2ccccc2Cl)c1C(=O)NCCCN1CCOCC1 | 4 | 9 | -8 | 1 | 1 | 10 | 4 | 9 | 0
CC1CCCCN1S(=O)(=O)c1ccc(NC(=O)CSc2nnnn2C)cc1 (centres undefined) | 0 | 8 | 3 | 3 | 4 | 17 | -1 | 21 | 14
CCN1CCN(CCC(=O)Nc2ccccc2OC)CC1 | 22 | 0 | 5 | 1 | 5 | 6 | 7 | 9 | 2
CCN1C=CC(=C2C(=O)c3ccccc3C2=O)C=C1 | 21 | 7 | 18 | 3 | 5 | -4 | 12 | -4 | -3

Given with two lines to a compound: part of the list above
Results follow in this order: CatL block | FXIa mix inh | CatS block | CatB mix inh | CatB inh | AP ELISA ortho | E coli RNAP | Cathepsin G inh | C1s inh
- Cc1ccc(S(=O)(=O)c2c(N)n(/N=C/c3ccco3)c3nc4ccccc4nc23)cc1
  -8 | 7 | -4 | 3 | 3 | -4 | 6 | 6 | -10
- CCN1CCN(CCC(=O)Nc2ccccc2OC)CC1
  22 | 0 | 5 | 1 | 5 | 6 | 7 | 9 | 2
- CCN1C=CC(=C2C(=O)c3ccccc3C2=O)C=C1
  21 | 7 | 18 | 3 | 5 | -4 | 12 | -4 | -3
- N=c1sccn1CC(=O)Nc1ccccc1Cc1ccccc1
  -6 | 5 | -4 | 15 | -1 | 20 | -3 | 11 | 12
- Cc1onc(-c2ccccc2Cl)c1C(=O)NCCCN1CCOCC1
  4 | 9 | -8 | 1 | 1 | 10 | 4 | 9 | 0
- Cc1ccccc1C(=O)Nc1ccc(S(=O)(=O)N2CCN(C)CC2)cc1
  8 | 3 | -4 | 1 | 7 | 11 | 10 | 6 | 0
- Cc1cc2ccc(C)c(C)c2nc1SCC#N
  20 | 8 | 11 | 5 | 3 | 7 | 5 | 9 | -6

Later entries:
SMILES | CatL block | FXIa mix inh | CatS block | CatB mix inh | CatB inh | AP ELISA ortho | E coli RNAP | Cathepsin G inh | C1s inh
CCOC(=O)c1[nH]c(C)c(C)c1C | -2 | -10 | -8 | 6 | 2 | 19 | 1 | 8 | 38
CCOC(=O)c1sc2nc(N3CCOCC3)c3c(c2c1N)CCN(C)C3 | -6 | 3 | 6 | 1 | 0 | -2 | 7 | 0 | -5
C=CCn1c(SCC(=O)Nc2ccc(NC(=O)c3ccco3)c(OC)c2)nnc1-c1ccncc1 | -3 | 5 | 13 | 9 | 9 | -22 | 2 | -12 | -11
COc1ccc(S(=O)(=O)N(C)CC(=O)N2CCOCC2)cc1 | 2 | 4 | 12 | 2 | 1 | -1 | 11 | 12 | 16
O=C(COC(=O)CCC(=O)c1cccs1)NCc1ccco1 | 13 | 7 | 19 | 7 | 0 | -1 | 9 | 9 | 14
O=C(c1ccccc1)N1CCN(c2ccc(Cl)cc2)CC1 | -9 | 4 | -2 | 4 | -3 | 20 | 5 | -2 | -43
N#CC(C(=O)NC1CCCCC1)c1nc2ccccc2nc1N1CCOCC1 (centres undefined) | -17 | -7 | -24 | -8 | -4 | 17 | 1 | -13 | -67
O=C(c1cc2ccccc2o1)n1nnc2ccccc21 | -5 | 15 | 11 | 6 | -2 | -3 | 7 | 0 | -3
COc1ccc(C)cc1NC(=O)c1cnc2scc(C)n2c1=O | x | 8 | 0 | 1 | -2 | 19 | -14 | 2 | 3
COc1ccc(OC)c(C(c2nnnn2CC2CCCO2)N2CCN(C3CCCC3)CC2)c1 (centres undefined) | 8 | 6 | 11 | 4 | 7 | -26 | 6 | -2 | 0
CCC(Sc1ccc2nnc(-c3ccc(OC)c(OC)c3)n2n1)C(=O)O (centres undefined) | -4 | 4 | -1 | 2 | -1 | 5 | 2 | 0 | 4
COC(=O)C1=C(C)N(c2ccc(S(N)(=O)=O)cc2)C(=O)C1 | 25 | 8 | 7 | -4 | 1 | 15 | x | 2 | -31
c1ccc2c(c1)oc1c(NCCN3CCOCC3)ncnc12 | -2 | 3 | -3 | 2 | -1 | 11 | x | 8 | 12
O=C(NCCN1CCOCC1)C1CCN(c2nc3ccccc3o2)CC1 | 5 | 10 | 0 | 2 | 4 | -1 | 10 | 13 | 14
Cn1c(=O)n(CCc2ccccc2)c(=O)c2c1nc1n2CCCN1c1ccccc1 | 1 | 5 | 1 | 4 | -1 | 13 | 4 | -2 | -1
CCCc1nc(N)nc2c1C(=O)CC(C)(C)C2 | x | -1 | -15 | 3 | 3 | 7 | 4 | 8 | -1
Cc1nc(NC2=NCN(CCCN3CCOCC3)CN2)nc2c(C)cccc12 | 4 | -4 | 11 | -8 | 0 | 2 | 8 | 10 | -8
COc1ccc(OC)c(N(CC(=O)Nc2ccccc2)S(C)(=O)=O)c1 | 4 | -3 | -10 | 0 | 3 | -1 | -1 | -9 | -40
CCCCOC(=O)Nc1ccc(N2CCOCC2)cc1 | x | 3 | -7 | 2 | 5 | 3 | 2 | 7 | 6
Cc1ccccc1OCCCCc1c(C)n[nH]c1C | 10 | 2 | -1 | 4 | 3 | 34 | 6 | 12 | 18
CCOC(=O)c1sc(NC(=O)CSc2nnc(-c3ccco3)o2)c(C(=O)OCC)c1C | x | 1 | 3 | 4 | 2 | 1 | 11 | 0 | -3
CCOC(=O)/C(C#N)=C1/CCCCCN1C | 12 | 5 | -5 | 5 | 0 | 7 | 5 | 9 | 9
Cc1cccc(NC(=O)C2CCCN2S(=O)(=O)c2ccc(F)cc2)c1C (centres undefined) | 16 | 23* | -1 | 0 | 5 | -5 | 4 | 0 | -1
COc1ccccc1NC(=O)N1CCCC(C(=O)Nc2cccc(C)c2C)C1 (centres undefined) | 10 | -5 | 1 | -2 | 1 | 18 | 4 | 7 | 1
CCCCSC1=C(C#N)C(c2ccccc2C)C(C(=O)OCC)C(=O)N1 (centres undefined) | 0 | 2 | 14 | 2 | 1 | 6 | 4 | 11 | 7
O=C(NCCCn1ccnc1)c1cn(Cc2ccc(F)cc2)nn1 | -6 | 1 | 4 | 3 | 4 | 30 | -1 | 8 | 2
O=C(Nc1cnc2ccccc2c1)C1COc2ccccc2O1 (centres undefined) | 20 | 4 | 6 | 3 | -9 | 13 | 6 | -3 | -29
COc1ccc(-c2n[nH]c(C)c2-c2cnn(-c3ccccc3)c2)c(O)c1 | x | 3 | -5 | 2 | 0 | 16 | 1 | 8 | 25
O=C(CCn1c(=S)[nH]c2ccccc2c1=O)NCC1CCCO1 (centres undefined) | 5 | 4 | 17 | 4 | 2 | 4 | 12 | 14 | 4
O=C(Nc1cccnc1)c1cccc(NC(=O)c2ccco2)c1 | -4 | 4 | -2 | 6 | 3 | 12 | 9 | 15 | 14
COC(=O)C1CCN(C(c2cc(OC)c(OC)c(OC)c2)c2sc3nc(C)nn3c2O)CC1 (centres undefined) | 15 | -1 | 7 | 0 | 4 | 4 | 7 | 1 | 2
COc1ccc(C(=O)NCC(c2cccnc2)N2CCN(c3ccccc3OC)CC2)cc1OC (centres undefined) | x | 3 | 0 | 2 | 3 | 1 | 2 | -1 | -3
Nn1c(CSc2nc3ccccc3o2)nnc1CSc1nc2ccccc2o1 | 0 | -2 | -3 | 4 | 4 | 2 | 6 | 0 | -1
NC(=O)CSc1nnc(-c2cccnc2)n1CCc1ccccc1 | -12 | 4 | -4 | 3 | -3 | 17 | 0 | 0 | -1
Cc1ccc(NC(=O)C2CCN(S(=O)(=O)c3cccc4nonc34)CC2)nc1 | -12 | 6 | -2 | 5 | -7 | 24 | 3 | -1 | -18
CC(=O)N=C1SC2CS(=O)(=O)CC2N1c1ccccc1Cl (centres undefined) | 10 | -10 | -10 | -5 | 2 | 18 | 0 | 3 | -19
Cc1cc(C)nc(SCC(=O)N2CCC(C(N)=O)CC2)n1 | 2 | 7 | -3 | 3 | 4 | 7 | 8 | 8 | -3
COc1ccc(-n2ncc3c(N4CCC(C)CC4)ncnc32)cc1 | 14 | 4 | 11 | 5 | -2 | -1 | 10 | -2 | -11
Cc1ccccc1NS(=O)(=O)c1cc(C(N)=O)ccc1C | x | -1 | -4 | -7 | 2 | 13 | 2 | 7 | 4
Cc1ccc(-c2nc(N)n(S(C)(=O)=O)n2)cc1 | -6 | -16 | -48 | -7 | 1 | -12 | x | -27 | -62
Cc1cc(C)cc(N2CCCn3c2nc2c3c(=O)n(CC(=O)OCc3ccccc3)c(=O)n2C)c1 | 6 | 9 | 5 | 18 | 0 | 8 | 4 | 11 | 13
O=c1c2[nH]c3ccccc3c2ncn1CCN1CCOCC1 | -2 | 0 | 8 | 4 | 3 | -12 | 8 | -3 | 31
C=CCOc1cccc(C2C(C(=O)c3ccco3)=C(O)C(=O)N2CCN(CC)CC)c1 (centres undefined) | 10 | 6 | 0 | 2 | 4 | -7 | 5 | 9 | 13
O=C1C2CCCN2C(c2ccccc2)N1c1cccc(Cl)c1 (centres undefined) | 8 | 8 | -2 | 4 | 4 | 31 | 10 | 12 | 12
COC(=O)C(C)C1Sc2ccccc2NC1=O (centres undefined) | -2 | 8 | 18 | 9 | 1 | 6 | 11 | 1 | 3
COc1cccc(NC(=O)CC2(CC(=O)O)CCCC2)c1 | 5 | 12 | 0 | 5 | -2 | 25 | 6 | 1 | 6
O=C(Nc1cnn(Cc2ccc(F)cc2)c1)c1cnccn1 | 5 | 4 | -2 | 3 | -1 | 17 | 7 | 6 | 13
Cc1ccccc1-n1c(Cn2c(=O)sc3ccccc32)nnc1SC(C)C | 3 | 3 | 10 | 0 | -3 | 16 | 0 | -3 | -7
Cc1cc(C)n(C/C=C/Cn2nc(C)cc2C)n1 | 8 | 3 | -4 | -4 | -2 | 6 | 1 | 8 | 11
COc1ccccc1C(=O)NCCCn1cc(Br)c(C)n1 | 11 | 4 | -2 | 7 | 0 | 17 | 7 | 3 | -11

Going on with the list.
SMILES | CatL block | FXIa mix inh | CatS block | CatB mix inh | CatB inh | AP ELISA ortho | E coli RNAP | Cathepsin G inh | C1s inh
O=C(CN1CCCCCC1)OCCN=C1NS(=O)(=O)c2ccccc21 | 4 | -4 | 5 | -9 | 4 | 8 | 8 | 8 | -4
O=C(CSc1nnc2scc(-c3ccccc3)n12)Nc1ccc2c(c1)OCCO2 | -4 | -2 | -4 | 2 | 1 | -10 | -14 | -14 | -17
O=C(CSc1nnc(-c2ccccn2)n1-c1ccccc1)Nc1ccc2c(c1)OCO2 | 23 | 6 | 1 | 3 | 6 | 3 | 7 | 9 | 10
CCC(O)CNc1nc(-n2nc(C)cc2C)nc2sc3c(c12)CCCC3 (centres undefined) | -4 | 3 | -8 | -4 | -4 | 26 | -23 | -2 | -3

These rows are one share of the data (hit frequency here may not be typical).
